MITF inh: inhibitors of human MITF. 650,000 compounds, 0.91% hits. inhibition, % at 2.6 µM. AlphaScreen MITF homodimerization, bead proximity signal. O75030; in the data active means inhibition above about 50%;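 further: 0% = vehicle wells with protein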
FBW7 act: human FBW7 E3 ligase activation, primary screen. AlphaScreen FBW7–phospho-cyclin E peptide binding, activator screen. 650,000 compounds, 0.13% hits. Q969H0. normalized activity (activation), % at 26.1 µM; in the data active means normalized activity above about 1.9%;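 further: purified mutant Fbw7 with reduced substrate affinity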
Target sequence (Q969H0 whole entry, looked up): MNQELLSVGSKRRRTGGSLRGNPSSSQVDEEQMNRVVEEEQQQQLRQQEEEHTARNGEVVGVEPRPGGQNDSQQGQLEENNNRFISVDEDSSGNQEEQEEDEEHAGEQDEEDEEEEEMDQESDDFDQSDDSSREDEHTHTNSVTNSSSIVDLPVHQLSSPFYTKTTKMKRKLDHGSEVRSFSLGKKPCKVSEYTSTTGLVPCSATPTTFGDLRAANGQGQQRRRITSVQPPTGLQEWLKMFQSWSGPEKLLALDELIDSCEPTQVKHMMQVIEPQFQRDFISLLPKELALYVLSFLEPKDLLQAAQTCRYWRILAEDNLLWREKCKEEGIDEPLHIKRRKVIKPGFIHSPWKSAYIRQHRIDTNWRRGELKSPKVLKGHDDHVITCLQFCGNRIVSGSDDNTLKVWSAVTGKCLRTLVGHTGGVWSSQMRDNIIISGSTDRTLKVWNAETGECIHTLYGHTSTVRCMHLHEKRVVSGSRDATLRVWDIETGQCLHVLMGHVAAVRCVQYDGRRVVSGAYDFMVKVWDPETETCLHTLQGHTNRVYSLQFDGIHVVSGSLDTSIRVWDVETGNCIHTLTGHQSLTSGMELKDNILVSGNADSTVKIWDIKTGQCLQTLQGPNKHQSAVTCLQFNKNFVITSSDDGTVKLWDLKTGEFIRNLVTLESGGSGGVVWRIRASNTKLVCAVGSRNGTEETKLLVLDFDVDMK
TEAD-YAP inh: TEAD-YAP interaction inhibition; HEK-TIYL cells, TEAD-Gal4/YAP UAS-luciferase luminescence; inhibition, % at 9.12 µM; 640,000 compounds, 1.4% hits; AID 1259422; in the data active means inhibition above about 32%;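 further: 0% = median of test compound wells and 100% = reference inhibitor wells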
GPR151 activ: activators of human GPR151. Q8TDV0. PathHunter beta-arrestin GPR151 cells, luminescence. activation, % at 11.2 µM. 650,000 compounds, 1% hits; in the data active means activation above about 4.9%;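 further: 0% = median of compound wells and 100% = cells with positive control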
Target sequence (Q8TDV0 whole entry, looked up): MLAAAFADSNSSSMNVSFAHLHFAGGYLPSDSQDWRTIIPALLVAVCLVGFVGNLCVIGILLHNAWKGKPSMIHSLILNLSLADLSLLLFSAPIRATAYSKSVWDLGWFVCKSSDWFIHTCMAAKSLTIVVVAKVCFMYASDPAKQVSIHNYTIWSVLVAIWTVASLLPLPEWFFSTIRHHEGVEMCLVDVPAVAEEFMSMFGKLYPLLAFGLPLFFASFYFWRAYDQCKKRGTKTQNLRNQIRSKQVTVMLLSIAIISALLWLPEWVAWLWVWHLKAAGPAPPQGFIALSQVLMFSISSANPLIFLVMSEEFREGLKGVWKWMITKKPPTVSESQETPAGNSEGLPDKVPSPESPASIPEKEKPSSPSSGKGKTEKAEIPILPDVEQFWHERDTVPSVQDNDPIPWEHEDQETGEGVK
* = called active by the depositor; & = joins results of further samples.

SMILES	MITF inh	FBW7 act	TEAD-YAP inh	GPR151 activ
O=C(COc1nncc2ccccc12)Nc1ccc(S(=O)(=O)N2CCCCC2)cc1	7.6	0.2	-1.9	-1.6
CC(C)(C)C(=O)CN1C(=O)COc2ccccc21	67.0*	-0.4	-21.4	3.1
CCc1ccc(CN2CCOc3ccc(CN4CCC[C@H]4C(=O)OC)cc3C2)o1	-2.4	-0.1	2.8	-0.1
COC(=O)C1(CCSC)NC(c2ccc(N(C)C)cc2)C2C(=O)N(C)C(=O)C21 (stereo unspecified)	4.9	0.1	3.6	2.0
COc1ccc(C)cc1NC(=O)CN(c1cccc(Br)c1)S(C)(=O)=O	-13.8	0.1	-6.0	1.7
Cc1nn(-c2ccccc2)c(Cl)c1C1C(C#N)=C(N)OC2=C1C(=O)CCC2 (stereo unspecified)	12.5	0.1	0.9	1.4
COc1cccc(N=Cc2c(O)n(Cc3ccccc3Cl)c(=O)[nH]c2=O)c1	-2.9	-0.1	-0.5	2.3
O=C(CCS(=O)(=O)c1ccc(Cl)cc1)OCC(=O)c1ccc(Cl)cc1	8.9	-0.1	8.9	-0.7
O=C(NCC1CCC2(CCN(CCCc3ccccc3)CC2)O1)c1ccccc1 (stereo unspecified)	-4.1	-0.1	-4.3	0.6
COC(=O)C1=C(C(=O)c2ccccc2)C(c2ccc(OC)c(OC)c2)Nc2nnnn21 (stereo unspecified)	0.9	-0.1	0.9	-0.5
Cc1c(C(=O)Nc2c(F)cccc2F)sc2nc(C)n(C)c(=O)c12	8.2	-0.1	4.2	-1.1
CCOc1ccc(-n2cc(-c3ccccc3)c3c(N4CCC(Cc5ccccc5)CC4)ncnc32)cc1	3.5	0.3	13.0	1.9
Cn1c(CNC(=O)c2ccco2)nnc1SCC(=O)Nc1ccc([N+](=O)[O-])cc1	-17.0	-0.2	8.3	-0.3
COC(=O)Cn1cnc2c1c(=O)n(C)c(=O)n2C	-2.5	-0.1	-8.0	0.6
CCCCc1ccc(NC(=O)COc2ccc(Cl)c(C)c2)cc1	12.2	0.0	2.1	-0.7
O=C(NCc1cccc(C(F)(F)F)c1)c1cccc(-c2ccc(N3CCOCC3)nc2)c1	6.9	0.0	-36.9	-1.9
O=C(CSc1ncnc2[nH]ncc12)c1ccccc1	2.0	-0.1	-42.8	-5.8
Cc1cccc(N(C)S(=O)(=O)c2c(C)[nH]c(=O)[nH]c2=O)c1	-4.5	0.1	0.1	1.6
O=C(/C=C/c1ccc(F)cc1)n1cc(Br)cn1	3.5	0.0	-7.0	0.3
O=C(Cc1ccccc1[N+](=O)[O-])NCc1ccc2c(c1)OCO2	-7.8	-0.1	-16.6	0.3
O=S1(=O)CCC(N=Cc2ccc(-c3cccc(C(F)(F)F)c3)o2)C1 (stereo unspecified)	11.1	0.2	4.1	2.7
O=c1c2ccccc2n(Cc2nc(-c3ccc(F)c(Br)c3)no2)c(=O)n1Cc1ccco1	12.3	0.3	8.4	3.5
Cn1c(O)c(N=NC(=O)c2ccc(O)cc2O)c2ccccc21	6.2	-0.3	-26.7	0.9
CCCN(CCC)CCNC(=O)NCc1noc2ccccc12	1.5	-0.2	-0.2	-3.0
Cc1nc(N2CCN(S(C)(=O)=O)CC2)[nH]c(=O)c1C	6.0	0.1	13.4	0.4
CN1C(=O)/C(=C/c2ccncc2)SC1=S	0.9	-0.3	-5.6	-0.3
CN(c1ccccc1C(=O)N1CCCCC1)S(C)(=O)=O	4.2	0.0	3.0	-1.3
CS(=O)(=O)N(CC(=O)N1CCN(c2ccccc2F)CC1)C1CCCCC1	7.3	1.1	-6.4	0.2
Oc1ccccc1CNc1ccc(F)c(Cl)c1	12.7	-0.1	-6.0	2.7
Cc1cccc(NC(=O)c2cc3ccccc3oc2=O)n1	-6.2	-0.1	-27.6	-1.2
O=C1CN(Cc2c(C(=O)N3CCc4ccccc4C3)nc3ccc(Cl)cn23)CCN1	8.2	0.2	2.9	-2.3
CCOc1ccc(-n2c(N)c(C(=O)NCCCOC)sc2=S)cc1	11.1	0.0	2.5	1.1
CCOC(=O)c1c(NC(=O)c2cc(OC)c(OC)c(OC)c2)sc2c1CCC(C)C2 (stereo unspecified)	4.2	-0.1	-14.5	0.7
COC(=O)c1ccccc1C(=O)C[N+](=O)[O-]	-9.4	0.5	2.2	0.0
COc1ccc(N2CCN(C(CNC(=O)c3ccccc3)c3cccnc3)CC2)cc1 (stereo unspecified)	9.5	0.0	4.4	0.1
O=C(O)c1cc(S(=O)(=O)Nc2ccc(-n3cnnn3)cc2)ccc1O	53.2*	-0.1	-1.3	-0.4
O=C(O)CCCNc1ncnc2ccccc12	-4.5	-0.1	6.8	1.0
CCN(CCCNC(=O)C(C)N1C(=O)COc2ccc(C)cc21)c1ccccc1 (stereo unspecified)	6.8	0.0	1.8	-2.3
O=C(c1ccccc1)N1CC[C@H]2[C@H](CCCN2C(=O)[C@@H]2C[C@@H]3C=C[C@H]2C3)C1	1.2	-0.2	-4.1	0.0
CN(C)c1ccc(NC(=O)CCSCCC(=O)Nc2ccc(N(C)C)cc2)cc1	34.0	0.1	-63.8	1.7
Cc1ccc(CNC2CCN(c3ccc(C(=O)NCc4ccc5c(c4)OCO5)cc3)CC2)o1	-6.4	-0.3	-6.6	-1.4
CN(Cc1ccc(-n2cccn2)cc1)c1nc2nonc2nc1NC1CC1	18.4	0.2	-15.8	-0.7
CC[n+]1c(/C=C(\C)OC)sc2ccccc21	3.4	0.4	5.2	0.2
O=C(NC1CCCCC1)c1cc(S(=O)(=O)N2CCOCC2)cs1	15.1	0.3	2.4	-1.3
COc1cccc(Cn2c(=S)[nH]c3ncccc3c2=O)c1	7.9	-0.1	-4.2	2.4
CC1=C(C(=O)Nc2ccc(C)cc2C)C(c2ccc(O)cc2)NC(=S)N1 (stereo unspecified)	15.0	0.3	4.7	-0.9
Cc1ccc(/C=N/NC(=O)c2ccncc2)c(O)c1	56.5*	0.0	19.7	-0.8
C/C(=N\Nc1ccc(S(N)(=O)=O)cc1[N+](=O)[O-])c1ccc2c(c1)OCO2	7.3	0.7	1.9	-1.5
CC1CN(Cc2ccc(F)cc2F)CC(C)O1 (stereo unspecified)	65.3*	-0.2	-2.6	0.1
COc1ccccc1NC(=O)NCc1nc(-c2cccnc2)n[nH]1	-0.4	-0.1	-0.8	0.4
Cc1ccc(/C=C2/Sc3ccccc3N(CC(=O)NCCCN3CCCC3=O)C2=O)cc1	-1.4	0.0	7.7	0.2
Cc1sc2nc(C)n(C3CCN(C(=O)Cc4ccccc4F)CC3)c(=O)c2c1C	-8.6	0.0	2.3	-0.6
CC(=O)Nc1cccc2ncccc12	2.7	0.0	13.0	-0.2
Nc1ccc(-c2cn3c(NC(=O)C4CCC4)cnc3cn2)cc1	12.7	0.0	-6.8	-0.5
C/C(CC(=O)Nc1ccccc1[N+](=O)[O-])=N\NC(=O)COc1ccccc1C	21.5	0.7	-3.1	0.0
CCOC(=O)C1=C(C)n2c(s/c(=C/c3cccc(O)c3)c2=O)=NC1c1ccc(O)c(OC)c1 (stereo unspecified)	-4.7	-0.1	-1.8	2.2
CCS(=O)(=O)C1=NSC2=NC(=O)/C(=C\c3ccc(OC)cc3)C(=N)N21	12.4	0.6	0.6	-0.6
COc1ccc(-c2n[nH]c(=S)n2C(C)C)cc1	-6.6	-0.1	-6.4	-1.4
CCC(Sc1nc2cc(OC)c(OC)cc2c(=O)n1Cc1ccco1)C(=O)Nc1ccccc1OC (stereo unspecified)	4.3	0.2	-0.3	-0.2
O=C1CN=C(Nc2ccc(F)cc2)N1Cc1ccccc1	9.8	-0.1	8.5	1.4
Further entries
SMILES	MITF inh	FBW7 act	TEAD-YAP inh	GPR151 activ
CC(C)N(CCNS(=O)(=O)c1ccc(Cl)c([N+](=O)[O-])c1)C(C)C	10.5	0.1	-4.5	-0.4
CC1(C)CC(=O)C=C(Nc2ccc3c(c2)CCC3)C1	-6.6&8.1	0.1&-0.1	-10.9&-0.2	-0.5&2.0
COCCCNC(=O)c1ccccc1-c1nc(-c2ccc(Cl)cc2)no1	10.9	-0.2	-6.6	-1.5
O=C(NCC1CCCO1)c1nccc2ccccc12 (stereo unspecified)	1.2	-0.1	-51.5	-0.8
O=C(CN1CCN(c2ccccc2F)CC1)NCCC1=CCCCC1	67.6*	0.1	-5.6	-0.1
C/C(CC1(O)/C(=N/O)CCc2nonc21)=N\O (stereo unspecified)	24.5	0.5	-6.7	1.4
CC(=O)c1cccc(NC(=O)CC2S/C(=N\N=C(/C)c3ccccc3)NC2=O)c1 (stereo unspecified)	-4.5	0.1	-0.7	-0.8
CC(=O)Oc1cccc(NC(=O)C(c2ccccc2)c2ccccc2)c1	7.3	0.0	13.6	0.3
CCOC(=O)C1CCCN(Cc2cccc(Br)c2)C1 (stereo unspecified)	53.2*	1.0	-5.8	1.5
COc1ccc(S(=O)(=O)Nc2ncccc2Cl)cc1	-6.3	-0.1	9.6	0.2
COc1cccc(S(=O)(=O)Nc2cccc(C(F)(F)F)c2)c1	-6.4	-0.1	3.9	0.4
COc1cc2ccccc2cc1C(=O)Nc1ccc(Cl)c(-c2nc3cc(C)ccc3o2)c1	-3.8	0.0	-1.1	0.4
COc1ccc(/C(C)=N/NC(=O)C2CC2c2ccccc2)cc1 (stereo unspecified)	13.2	0.0	-9.0	2.3
CCOC(=O)C1=C(Cl)c2ccccc2NC1Cl (stereo unspecified)	-4.3	0.0	2.3	0.6
COc1ccc(OC)c(NCc2nnc3n2CCCCC3)c1	-0.7	0.1	3.2	2.2
COc1ccc(S(=O)(=O)NCc2ccccc2)cc1OC	-12.7	-0.1	-1.6	1.2
O=C(NC1CCCCC1)c1cnc2n(c1=O)CCS2	7.4	0.6	-15.2	0.9
COc1ccc(/C(O)=C2/C(=O)C(=O)N(Cc3ccncc3)C2c2ccc(N(C)C)cc2)cc1 (stereo unspecified)	8.0	-0.1	-9.0	2.5
CC(=O)NC(CC(C)C)c1nnc2n1CCN(Cc1ccc(F)cc1F)CC2 (stereo unspecified)	-9.2	0.0	7.3	0.8
CC1CCCCC1NC(=O)CCn1nc(-c2ccccc2)ccc1=O (stereo unspecified)	2.1	0.2	5.7	-1.0
O=C1N[C@@H](CO)C(=O)N2CCN(C(=O)c3ccc(-c4ccccc4)cc3)C[C@H]12	-1.5	-0.1	-1.4	0.7
CCN(Cc1ccccc1)C(=O)CC1(c2cccc(OC)c2)CC(=O)N(C2CCCC2)C1=O (stereo unspecified)	7.8	0.5	-28.8	-1.0
Cn1c(N2CCCC(C(=O)NCCCN3CCCC3=O)C2)nc2ccccc21 (stereo unspecified)	0.7	-0.2	-1.6	-0.5
C=CCNC(=O)c1ccc(S(=O)(=O)c2ccccc2Cl)c([N+](=O)[O-])c1	-7.9	-0.2	13.7	0.4
COCC(=O)N1CCN(c2cc(-n3nc(C)cc3C)ncn2)CC1	-11.9	-0.3	-0.8	0.1
CCNC(=S)NNC(=O)c1cc2c(C(F)(F)F)nn(C)c2s1	6.7	0.1	-2.9	0.4
CC1CN(Cc2ccc(F)c(F)c2)CC(C)O1 (stereo unspecified)	61.0*	0.7	2.0	1.1
c1ccc(Cn2nnc3c(Sc4ncco4)ncnc32)cc1	-10.6	0.0	11.3	-0.3
Cc1ccc(N(CC(=O)Nc2ccccc2C(N)=O)S(=O)(=O)c2ccc(F)cc2)cc1	13.8	0.3	4.7	0.3
COc1cc(NC(=O)CN2CCN(S(=O)(=O)c3ccc(Cl)cc3)CC2)cc(OC)c1	5.6	0.2	3.7	1.7

6 consecutive entries from above, quoted:
SMILES	MITF inh	FBW7 act	TEAD-YAP inh	GPR151 activ
COc1ccc(S(=O)(=O)NCc2ccccc2)cc1OC	-12.7	-0.1	-1.6	1.2
O=C(NC1CCCCC1)c1cnc2n(c1=O)CCS2	7.4	0.6	-15.2	0.9
COc1ccc(/C(O)=C2/C(=O)C(=O)N(Cc3ccncc3)C2c2ccc(N(C)C)cc2)cc1 (stereo unspecified)	8.0	-0.1	-9.0	2.5
CC(=O)NC(CC(C)C)c1nnc2n1CCN(Cc1ccc(F)cc1F)CC2 (stereo unspecified)	-9.2	0.0	7.3	0.8
CC1CCCCC1NC(=O)CCn1nc(-c2ccccc2)ccc1=O (stereo unspecified)	2.1	0.2	5.7	-1.0
O=C1N[C@@H](CO)C(=O)N2CCN(C(=O)c3ccc(-c4ccccc4)cc3)C[C@H]12	-1.5	-0.1	-1.4	0.7

Next section
SMILES	MITF inh	FBW7 act	TEAD-YAP inh	GPR151 activ
O=C1N/C(=N\c2ccccn2)SC1Cc1cccc(C(F)(F)F)c1 (stereo unspecified)	-2.7	0.0	-1.5	0.8
C=CCn1c(SCC(=O)OC)nc2sc3c(c2c1=O)CCCC3	-6.0	0.0	1.9	-0.1
COc1ccc(-c2ncc(C(=O)Nc3ccc(NC(C)=O)cc3)s2)cn1	3.0	-0.1	6.6	-2.9
COc1ccc(CCN(C)C2CCCN(Cc3ccncc3)C2)cc1OC (stereo unspecified)	-13.8	0.1	3.3	9.1*
Cc1ncc(-c2ccncc2)c(C2CCCN(CC(=O)N3CCCC3)C2)n1 (stereo unspecified)	18.6	0.2	-16.3	-1.3
NC(=O)c1c(NC(=O)CSc2nc(N)cc(=O)[nH]2)sc2c1CCCC2	-6.2	0.1	5.2	1.3
CC1=CN2C(=N)/C(=C/c3cc(C)n(-c4cccc(C)c4)c3C)C(=O)N=C2S1	1.5	0.1	9.5	0.1
O=C(Nc1ccc(Cl)cc1Cl)c1cc(S(=O)(=O)N2CCN(Cc3ccc4c(c3)OCO4)CC2)ccc1F	-0.8	0.0	-8.8	-1.3
CCOC(=O)C1(C)C=C(Nc2cccc([N+](=O)[O-])c2)C(=O)N1c1cccc([N+](=O)[O-])c1 (stereo unspecified)	-4.3	-0.1	-5.2	0.4

High-throughput results (PubChem)

Not a hit list, and some 3.4% of all compounds hit somewhere here.
